BoNT A protease – BoNT A light chain protease inhibition. multiplex microsphere protease substrate cleavage, flow cytometry. inhibition, % at 10 µM. 360,000 compounds, 0.17% hits; note: plate controls were buffer without enzyme for full effect and enzyme alone for no effect
CCHF vOTU inh – CCHFV vOTU protease inhibition. Pep-AMC fluorescence. inhibition, % at 11.5 µM. 370,000 compounds, 0.55% hits; in the data active = inhibition above about 30%; note: 0% = vehicle wells with enzyme and 100% = no enzyme wells
SSB-PriA inh – blocks PriA binding to SSB C-terminal tail. AlphaScreen SSBct-PriA binding, biotinylated peptide. inhibition, % at 33 µM. 430,000 compounds, 0.6% hits; in the data active = inhibition mostly above about 37%, no sharp cut-off; inactive = mostly below about 20%;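 note: plate controls were negative control peptide for no effect and reference peptide for full effect; strong numbers were not always called active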
3CLpro inhibitor – SARS-CoV 3CLpro protease inhibition; P0C6X7; inhibition, % at 6 µM; AID 1706; 290,000 compounds, 0.14% hits; recombinant SARS-CoV 3CLpro, quenched FRET peptide cleavage; in the data active = inhibition above about 12%
Anthrax LF prot – blocks Bacillus anthracis lethal factor protease; AID 588501; multiplex microsphere protease cleavage assay, LF; P15917; inhibition, % at 10 µM; 360,000 compounds, 0.12% hits; note: plate controls were buffer without enzyme for full effect and enzyme alone for no effect
Target sequence (P15917 whole entry, looked up): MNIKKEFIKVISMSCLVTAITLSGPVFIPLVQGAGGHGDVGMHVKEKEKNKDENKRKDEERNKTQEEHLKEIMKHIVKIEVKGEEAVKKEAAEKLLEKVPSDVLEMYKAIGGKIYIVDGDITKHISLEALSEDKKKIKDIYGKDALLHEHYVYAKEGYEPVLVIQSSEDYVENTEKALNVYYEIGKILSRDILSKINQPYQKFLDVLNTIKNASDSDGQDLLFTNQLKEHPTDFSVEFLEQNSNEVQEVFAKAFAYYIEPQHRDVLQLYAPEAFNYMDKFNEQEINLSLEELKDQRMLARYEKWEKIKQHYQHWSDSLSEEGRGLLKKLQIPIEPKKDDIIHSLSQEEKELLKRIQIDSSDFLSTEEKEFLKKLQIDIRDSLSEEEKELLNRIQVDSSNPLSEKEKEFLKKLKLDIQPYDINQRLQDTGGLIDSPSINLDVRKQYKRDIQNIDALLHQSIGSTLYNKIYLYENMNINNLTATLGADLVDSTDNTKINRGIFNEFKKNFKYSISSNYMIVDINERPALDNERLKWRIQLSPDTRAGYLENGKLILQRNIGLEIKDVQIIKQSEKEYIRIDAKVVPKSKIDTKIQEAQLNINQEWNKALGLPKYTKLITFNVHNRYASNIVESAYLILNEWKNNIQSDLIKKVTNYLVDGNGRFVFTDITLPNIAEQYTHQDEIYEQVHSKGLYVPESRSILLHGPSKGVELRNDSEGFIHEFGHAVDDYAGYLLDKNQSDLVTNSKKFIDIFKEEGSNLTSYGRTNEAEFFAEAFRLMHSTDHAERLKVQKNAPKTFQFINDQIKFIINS
Yp Topo-I inh – blocks Yersinia pestis topoisomerase I activity; 360,000 compounds, 0.064% hits; activity, % at 10 µM; Y. pestis Topo-I cleavage product accumulation, plate reader; AID 504884; in the data active = activity above about 50%, passing the limit was not always enough; inconclusive = no clear call, values can overlap the other calls; note: inactives centre near 2
TcdB GH inh – blocks C. difficile toxin B glycohydrolase activity | TcdB glycohydrolase enzymatic assay, plate reader | 350,000 compounds, 0.24% hits | P18177 | inhibition, % at 9.99 µM | AID 652162; in the data active = inhibition above about 10%
PfHsp40 rescue – compounds rescuing yeast from Plasmodium falciparum HSP40 toxicity; 340,000 compounds, 0.68% hits; growth rescue, % at 12.5 µM; S. cerevisiae expressing PfHsp40, growth rescue, ATP luminescence; AID 504582; in the data active = growth rescue above about 28%, passing the limit was not always enough; inconclusive = no clear call, values can overlap the other calls;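 note: yeast W303a lacking pdr1 and pdr3 grown in galactose medium; growth measured after three days at 30 °C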
DUSP3 inh – blocks human VHR1 dual specificity phosphatase. recombinant VHR phosphatase, pNPP absorbance. 290,000 compounds, 0.52% hits. inhibition, % at 13.3 µM. P51452; in the data active = inhibition above about 50%; note: some compounds called inactive have numbers as strong as hits
Target sequence (P51452 whole entry, looked up): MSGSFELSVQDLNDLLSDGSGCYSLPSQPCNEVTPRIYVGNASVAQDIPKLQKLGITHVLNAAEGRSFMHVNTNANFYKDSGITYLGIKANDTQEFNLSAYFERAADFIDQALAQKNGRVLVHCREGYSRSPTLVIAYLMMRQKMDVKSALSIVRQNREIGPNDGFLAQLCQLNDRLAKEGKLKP
BH1578 lux ind – inducers of Vibrio cholerae quorum light production without autoinducers; AID 588436; 350,000 compounds, 0.16% hits; activation, % at 18.7 µM; V. cholerae BH1578 lux reporter, luminescence, 6 h; in the data active = activation mostly above about 9.7%, no sharp cut-off; inconclusive = no clear call, values can overlap the other calls; inactive = mostly below about 3.7%; note: not every result past the cut was called active; inactives centre near 0; reference of the scale not given here
* hit, by the source's call; & = joins results of further samples. Cut-off read from the data, not from the text of the source, unless noted: active = inhibition above about 30%; inconclusive = no clear call, values can overlap the other calls; inactive = below that. These rows are one share of the data; the hit share may differ from the screen's.

For Cc1c(C(=O)C(=O)NCc2ccco2)c2ccccc2n1C the results were BoNT A protease -0.3, CCHF vOTU inh -2, SSB-PriA inh 3&-6, 3CLpro inhibitor -1, Anthrax LF prot -2, Yp Topo-I inh 4, TcdB GH inh -0.3, PfHsp40 rescue -1.5, DUSP3 inh -12 and BH1578 lux ind inactive.
For O=C(COc1nc2ccccc2nc1N1CCOCC1)Nc1cccc(S(=O)(=O)N2CCCCC2)c1 the results were BoNT A protease 0.2, CCHF vOTU inh 10, SSB-PriA inh -8, 3CLpro inhibitor 2, Anthrax LF prot -3, Yp Topo-I inh 31, TcdB GH inh 1.3, PfHsp40 rescue -1.2, DUSP3 inh 13 and BH1578 lux ind -0.2.
Screening COc1ccc(NC(=O)c2cn(C)c(=O)c3cc(OC)c(OC)cc23)c(OC)c1 returned BoNT A protease 2.4, CCHF vOTU inh 1, SSB-PriA inh -8, 3CLpro inhibitor -4, Anthrax LF prot 19, Yp Topo-I inh 4, TcdB GH inh 1.1, PfHsp40 rescue 0.7, DUSP3 inh 15 and BH1578 lux ind inactive.
Screening Cc1ccc(OCC(=O)N/N=C/c2cccnc2)cc1 returned BoNT A protease -2.3, CCHF vOTU inh 13, 3CLpro inhibitor 4, Anthrax LF prot -2, Yp Topo-I inh -4, TcdB GH inh 2.8, PfHsp40 rescue 0.1, DUSP3 inh 9 and BH1578 lux ind inactive.
Screening Cc1ccc(C)c(C(=O)COC(=O)CNS(=O)(=O)c2ccccc2)c1 returned BoNT A protease -4.8, CCHF vOTU inh 1, SSB-PriA inh -7, 3CLpro inhibitor -1, Anthrax LF prot -2, Yp Topo-I inh 7, TcdB GH inh 1.0, PfHsp40 rescue 1.3, DUSP3 inh 7 and BH1578 lux ind 0.3.
Screening COc1ccc(-c2nn(-c3ccccc3)cc2/C=C\C(=O)Nc2ccc(C(=O)O)cc2)cc1 returned BoNT A protease 0.0, CCHF vOTU inh 3, SSB-PriA inh -4, 3CLpro inhibitor 7, Anthrax LF prot 0, Yp Topo-I inh 17, TcdB GH inh 1.4, PfHsp40 rescue -0.5, DUSP3 inh 27 and BH1578 lux ind -0.4.
`CC(C)(CN1CCCCC1)NS(=O)(=O)c1ccc(Cl)cc1` gave BoNT A protease 2.5, CCHF vOTU inh 5, SSB-PriA inh 1, 3CLpro inhibitor -1, Anthrax LF prot -3, Yp Topo-I inh -3, PfHsp40 rescue -0.9, DUSP3 inh -3 and BH1578 lux ind -8.3.
For FC(F)(F)c1ccc(/C=N/NC(=S)NC2CCCCC2)cc1 the results were BoNT A protease -0.9, CCHF vOTU inh 3, 3CLpro inhibitor 2, Anthrax LF prot -9, Yp Topo-I inh 11, TcdB GH inh 1.5, PfHsp40 rescue -0.1, DUSP3 inh 9 and BH1578 lux ind inactive.
Cc1noc(C)c1CC(=O)N1CCCC(C(=O)c2ccc(C(C)(C)C)cc2)C1 (stereo unspecified) was read as BoNT A protease -0.6, CCHF vOTU inh -1, SSB-PriA inh 4, 3CLpro inhibitor -2, Anthrax LF prot 1, Yp Topo-I inh 17, TcdB GH inh 1.8, PfHsp40 rescue 0.2, DUSP3 inh 18 and BH1578 lux ind inactive.
Screening Nn1c(N2CCCCC2)nc2ccccc21 returned BoNT A protease 0.0, CCHF vOTU inh 12, SSB-PriA inh -13, 3CLpro inhibitor -6, Anthrax LF prot 1, Yp Topo-I inh -7, PfHsp40 rescue -0.2, DUSP3 inh 4 and BH1578 lux ind -0.4.
CCCc1nnc(SCC(=O)N2C(C)CCCC2C)n1CC1CCCO1 (stereo unspecified) was read as BoNT A protease 0.2, CCHF vOTU inh 6, SSB-PriA inh -3, 3CLpro inhibitor 1, Anthrax LF prot -1, Yp Topo-I inh 2, PfHsp40 rescue 0.4, DUSP3 inh 4 and BH1578 lux ind inactive.
For Cc1cccc(Cl)c1OCCCn1ccnc1 the results were BoNT A protease -2.9, CCHF vOTU inh 3, SSB-PriA inh -11, 3CLpro inhibitor -5, Anthrax LF prot -11, Yp Topo-I inh -3, TcdB GH inh 0.3, PfHsp40 rescue 2.6, DUSP3 inh 1 and BH1578 lux ind -0.3.
Screening CN1CCC(NC(=O)c2ccncc2)CC1 returned BoNT A protease 0.2, CCHF vOTU inh -19, SSB-PriA inh -11, 3CLpro inhibitor -6, Anthrax LF prot 3, Yp Topo-I inh 1, TcdB GH inh 0.7, PfHsp40 rescue 0.0, DUSP3 inh 10 and BH1578 lux ind -3.3.
For Cc1nn(CCC(=O)NCCc2ccccc2Cl)c(=O)c2nn(-c3ccccc3)c(C)c12 the results were BoNT A protease 0.2, CCHF vOTU inh 3, SSB-PriA inh -1, 3CLpro inhibitor -1, Anthrax LF prot -2, Yp Topo-I inh 10, TcdB GH inh -0.3, PfHsp40 rescue 1.4, DUSP3 inh -19 and BH1578 lux ind inactive.
For COc1ccc(CCN(Cc2ccc(C(C)C)cc2)S(=O)(=O)c2ccc(S(=O)(=O)N(C)C)cc2)cc1OC the results were BoNT A protease 0.7, CCHF vOTU inh -1, SSB-PriA inh 1, 3CLpro inhibitor 1, Anthrax LF prot -1, Yp Topo-I inh -1, PfHsp40 rescue -0.1, DUSP3 inh -7 and BH1578 lux ind -0.2.

Reprinted at random: 3 records from the list
CCCc1nnc(SCC(=O)N2C(C)CCCC2C)n1CC1CCCO1 (stereo unspecified) was read as BoNT A protease 0.2, CCHF vOTU inh 6, SSB-PriA inh -3, 3CLpro inhibitor 1, Anthrax LF prot -1, Yp Topo-I inh 2, PfHsp40 rescue 0.4, DUSP3 inh 4 and BH1578 lux ind inactive.
For COc1ccc(CCN(Cc2ccc(C(C)C)cc2)S(=O)(=O)c2ccc(S(=O)(=O)N(C)C)cc2)cc1OC the results were BoNT A protease 0.7, CCHF vOTU inh -1, SSB-PriA inh 1, 3CLpro inhibitor 1, Anthrax LF prot -1, Yp Topo-I inh -1, PfHsp40 rescue -0.1, DUSP3 inh -7 and BH1578 lux ind -0.2.
Screening Cc1ccc(C)c(C(=O)COC(=O)CNS(=O)(=O)c2ccccc2)c1 returned BoNT A protease -4.8, CCHF vOTU inh 1, SSB-PriA inh -7, 3CLpro inhibitor -1, Anthrax LF prot -2, Yp Topo-I inh 7, TcdB GH inh 1.0, PfHsp40 rescue 1.3, DUSP3 inh 7 and BH1578 lux ind 0.3.

Further results follow:
Screening C=CCN1C(=O)c2ccc(C(=O)N(C)CC(=O)Nc3ccccc3C(F)(F)F)cc2C1=O returned BoNT A protease 2.2, CCHF vOTU inh -1, SSB-PriA inh -4, 3CLpro inhibitor 4, Anthrax LF prot 2, Yp Topo-I inh -11, TcdB GH inh 0.3, PfHsp40 rescue -0.3, DUSP3 inh 26 and BH1578 lux ind inactive.
`O=C(CN(C(=O)CNS(=O)(=O)c1ccccc1)c1ccc2c(c1)OCCO2)NC1CCCCC1` gave BoNT A protease -4.9, CCHF vOTU inh 8, SSB-PriA inh -19, 3CLpro inhibitor -1, Anthrax LF prot -1, Yp Topo-I inh 9, PfHsp40 rescue -0.8, DUSP3 inh 4 and BH1578 lux ind inactive.
`Cc1nn(-c2ccccc2)c(Oc2ccccc2)c1C=O` gave BoNT A protease -0.5, CCHF vOTU inh 5, SSB-PriA inh -26, 3CLpro inhibitor 3, Anthrax LF prot 0, Yp Topo-I inh -4, TcdB GH inh -0.9, PfHsp40 rescue -0.4, DUSP3 inh -8 and BH1578 lux ind inactive.
`O=C(Nc1cccnc1)c1ccc(-c2cc(Cl)ccc2Cl)o1` gave BoNT A protease 0.7, CCHF vOTU inh 16, SSB-PriA inh 1, 3CLpro inhibitor 8, Anthrax LF prot -3, Yp Topo-I inh 10, TcdB GH inh 0.5, PfHsp40 rescue 1.4, DUSP3 inh 17 and BH1578 lux ind -0.4.
`O=C(Nc1ccccc1)C(=O)Nc1cccnc1` gave BoNT A protease -0.2, CCHF vOTU inh -14, SSB-PriA inh 2, 3CLpro inhibitor 1, Anthrax LF prot -2, Yp Topo-I inh -4, TcdB GH inh -0.7, PfHsp40 rescue 1.2, DUSP3 inh 9 and BH1578 lux ind -0.7.
`C(=C\c1ccccc1)/CN1CCN(Cc2nc(Cc3ccccc3)no2)CC1` gave BoNT A protease -0.6, CCHF vOTU inh -4, SSB-PriA inh -13, 3CLpro inhibitor 5, Anthrax LF prot -1, Yp Topo-I inh 27, TcdB GH inh 1.7, PfHsp40 rescue inconclusive, DUSP3 inh 26 and BH1578 lux ind -0.2.
COC(=O)c1c(C)cc(C)c2c1CC(C)(C)C2=O was read as BoNT A protease -6.0, CCHF vOTU inh 5, SSB-PriA inh -13, 3CLpro inhibitor -3, Anthrax LF prot 2, Yp Topo-I inh 0, TcdB GH inh 0.1, PfHsp40 rescue -0.1, DUSP3 inh 9 and BH1578 lux ind -0.5.
Screening Cn1c(CSCc2ccc(Cl)c(Cl)c2)n[nH]c1=S returned BoNT A protease 0.7, CCHF vOTU inh 4, SSB-PriA inh -8, 3CLpro inhibitor 0, Anthrax LF prot -7, Yp Topo-I inh 6, PfHsp40 rescue -0.6, DUSP3 inh -1 and BH1578 lux ind inactive.
For COC(=O)Nc1ccc(S(=O)(=O)N2CCCc3cccc(O)c32)cc1 the results were BoNT A protease 0.9, CCHF vOTU inh 0, SSB-PriA inh 4, 3CLpro inhibitor 4, Anthrax LF prot -3, Yp Topo-I inh -5, TcdB GH inh 0.4, PfHsp40 rescue -1.7, DUSP3 inh 7 and BH1578 lux ind inactive.
For CCOC(=O)Cn1c(=NC(=O)CSC(C)=O)sc2ccccc21 the results were BoNT A protease -0.4, CCHF vOTU inh 5, SSB-PriA inh -11, 3CLpro inhibitor 5, Anthrax LF prot -6, Yp Topo-I inh 11, TcdB GH inh 1.0, PfHsp40 rescue -0.9, DUSP3 inh 2 and BH1578 lux ind -0.2.
`COc1nc(C)nc(C)c1Oc1ccc(Cl)cc1Cl` gave BoNT A protease 0.2, CCHF vOTU inh -1, SSB-PriA inh 0, 3CLpro inhibitor 3, Anthrax LF prot 2, Yp Topo-I inh 6, TcdB GH inh 0.7, PfHsp40 rescue -0.9, DUSP3 inh 31 and BH1578 lux ind -0.7.
For Cc1csc(NC(=O)CSc2ccc3nnc(-c4ccncc4)n3n2)n1 the results were BoNT A protease -0.1, CCHF vOTU inh -8, SSB-PriA inh -8, 3CLpro inhibitor 6, Anthrax LF prot 1, Yp Topo-I inh 0, TcdB GH inh 0.5, PfHsp40 rescue 0.5, DUSP3 inh 6 and BH1578 lux ind inactive.
Screening CCOC(=O)CC(NS(=O)(=O)Cc1ccccc1)c1ccc(C)cc1 (stereo unspecified) returned BoNT A protease -0.2, CCHF vOTU inh -5, SSB-PriA inh 0, 3CLpro inhibitor 3, Anthrax LF prot 1, Yp Topo-I inh 26, TcdB GH inh 0.3, PfHsp40 rescue 0.1, DUSP3 inh 8 and BH1578 lux ind -0.1.
For O=S(=O)(Nc1ccc(Cl)cn1)c1ccc(F)cc1 the results were BoNT A protease -0.2, CCHF vOTU inh -16, SSB-PriA inh -9, 3CLpro inhibitor 2, Anthrax LF prot -7, Yp Topo-I inh 5, TcdB GH inh 0.3, PfHsp40 rescue -0.8, DUSP3 inh 2 and BH1578 lux ind 0.8.
Cc1ccccc1Cn1c(C(=O)OC(C)C)cc2c1ccn2C was read as BoNT A protease -0.6, CCHF vOTU inh 4, SSB-PriA inh 16, 3CLpro inhibitor -5, Anthrax LF prot -5, Yp Topo-I inh 5, PfHsp40 rescue 1.9, DUSP3 inh 27 and BH1578 lux ind 2.9.
`O=C(O)CCn1c(C(=O)O)cc2sccc21` gave BoNT A protease -0.2, CCHF vOTU inh 16, SSB-PriA inh 1, 3CLpro inhibitor 4, Anthrax LF prot -3, Yp Topo-I inh -4, PfHsp40 rescue 0.3, DUSP3 inh 10 and BH1578 lux ind inactive.
For COC(=O)[C@]12CCCCC=C1N(Cc1ccc(Cl)cc1Cl)C(=O)[C@H](CC(=O)N1CCCC1)C2 the results were BoNT A protease -0.2, CCHF vOTU inh 3, Anthrax LF prot -3 and TcdB GH inh 0.3.

Source: PubChem (several laboratories)
